Scp1 inh: inhibitors of human Scp-1 phosphatase | Q9GZU7 | Recombinant Scp1, phosphopeptide, malachite green phosphate absorbance | inhibition, % at 20 µM | hit rate 0.88% among 340,000 | AID 493091;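 active means inhibition above about 50% at 20 µM, limit read from the data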;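 further: plate controls were DMSO wells with enzyme for no effect and wells lacking enzyme for full effect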
Target sequence (Q9GZU7 76-261 limits assumed): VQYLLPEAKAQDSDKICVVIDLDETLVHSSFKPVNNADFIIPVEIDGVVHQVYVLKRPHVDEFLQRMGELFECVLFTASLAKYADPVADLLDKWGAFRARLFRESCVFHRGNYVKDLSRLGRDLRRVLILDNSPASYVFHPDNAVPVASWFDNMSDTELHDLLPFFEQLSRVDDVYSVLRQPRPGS
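Assay system: SCP-1 catalytic fragment, aa 76-261 | Buffer or medium: Tris acetate buffer pH 5.5 with MgCl2 and Tween-20 | Compound: One concentration, 20 µM, with 1.0% DMSO | Also added: Phospho 17-mer peptide substrate | Signal: Absorbance at 630 nm | Incubation: 45 min enzyme reaction at room temperature | Measure: % inhibition of SCP-1 phosphate liberation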
E coli Lon inh: inhibitors of E. coli Lon protease; AID 602123; inhibition, % at 7.94 µM; purified E. coli Lon protease, fluorescence polarization; hit rate 0.42% among 360,000; in the data active means inhibition above about 13%, passing the limit was not always enough;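 further: 0% = enzyme with probe and DMSO and 100% = no enzyme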
Target sequence (P0A9M0 whole entry, looked up): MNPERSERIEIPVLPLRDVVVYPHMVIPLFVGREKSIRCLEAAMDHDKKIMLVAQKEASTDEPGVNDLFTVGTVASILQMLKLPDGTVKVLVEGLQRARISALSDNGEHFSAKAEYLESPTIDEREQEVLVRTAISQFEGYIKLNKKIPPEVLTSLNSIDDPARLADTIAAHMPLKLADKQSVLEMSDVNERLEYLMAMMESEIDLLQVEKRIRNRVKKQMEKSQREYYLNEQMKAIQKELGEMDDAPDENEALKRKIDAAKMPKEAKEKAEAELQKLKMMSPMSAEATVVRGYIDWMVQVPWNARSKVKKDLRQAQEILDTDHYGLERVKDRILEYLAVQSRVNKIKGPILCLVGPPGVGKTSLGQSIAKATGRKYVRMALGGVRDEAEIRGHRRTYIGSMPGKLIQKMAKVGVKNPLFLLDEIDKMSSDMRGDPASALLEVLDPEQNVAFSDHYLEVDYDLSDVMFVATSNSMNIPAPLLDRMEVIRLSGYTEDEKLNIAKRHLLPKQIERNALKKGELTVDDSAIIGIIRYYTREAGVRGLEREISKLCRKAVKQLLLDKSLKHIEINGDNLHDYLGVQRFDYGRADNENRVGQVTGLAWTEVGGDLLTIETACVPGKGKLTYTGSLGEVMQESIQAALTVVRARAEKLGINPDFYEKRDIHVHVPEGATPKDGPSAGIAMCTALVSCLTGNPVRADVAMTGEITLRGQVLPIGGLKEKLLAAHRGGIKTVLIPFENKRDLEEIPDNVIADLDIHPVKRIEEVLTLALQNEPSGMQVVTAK
MsrA inhibitor: inhibits bovine methionine sulfoxide reductase A; purified bovine MsrA, absorbance read-out; inhibition, % at 15.5 µM; hit rate 0.75% among 360,000; in the data active means inhibition above about 4.5%;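 further: 0% = vehicle wells with enzyme and 100% = reference inhibitor wells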
CendR NRP1 mod: alters CendR peptide binding to human NRP-1. O14786. FAM-RPARPAR peptide binding to NRP-1, fluorescence polarization. inhibition, % at 25 µM. hit rate 0.85% among 360,000. AID 602438;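 active means inhibition or corrected inhibition above about 18%, plus a signal ratio from 0.5 to 1.5, limit read from the data, passing the limit was not always enough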; further: strong numbers were not always called active
STEP inh: blocks human striatal-enriched tyrosine phosphatase; hit rate 0.25% among 360,000; AID 588621; recombinant STEP, OMFP fluorogenic substrate, fluorescence; inhibition, % at 20 µM; P54829;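 active means inhibition at 20 µM, scaled per plate between control wells, above about 37%, limit read from the data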;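 further: 0% = DMSO with enzyme and substrate and 100% = substrate only without enzyme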
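Measure: Control-normalized % inhibition with plate pattern correction | Test system: STEP phosphatase, cell-free reaction | Medium: pH 6.0 Bis-Tris with DTT and Tween 20 | Technique: Fluorescence, 480/540 nm | Times: Reaction 20 min, ambient temperature | Doses: Single compound dose of 20 µM, 1% DMSO final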
bovine MsrA act: bovine methionine sulfoxide reductase A activation | purified bovine MsrA, absorbance read-out | hit rate 0.3% among 360,000 | activation, % at 10.6 µM; in the data active means activation above about 7.5%;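 further: 0% = vehicle and 100% = reference activator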
TbMetRS inhib: blocks T. brucei methionyl-tRNA synthetase activity | purified T. brucei MetRS, ATP depletion, Kinase-Glo luminescence | inhibition, % at 11.9 µM | hit rate 0.4% among 360,000 | AID 624268;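 active means inhibition above a per-plate cutoff of the control wells' mean inhibition plus 3 SD, cut at about 5.5% in these data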;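 further: 0% = DMSO wells median and 100% = median of wells with control inhibitor compound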
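Material: T. brucei methionyl-tRNA synthetase, purified; reagent: substrates ATP, L-methionine and bulk Escherichia coli tRNA; dosing: 11.9 µM single point; timing: 15 min plus 2 h at 25 °C; detection: luminescence of leftover ATP; evaluation: % inhibition; control set: DMSO-only wells as low control; replicates: singlicate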
SUMO1-SIM PPI: alters human SUMO1 binding to SIM partners; SUMO1 binding to a labelled peptide, TR-FRET, 1 h; inhibition, % at 20 µM; hit rate 0.33% among 360,000; in the data active means inhibition above about 37%
Target sequence (P63165 whole entry, looked up): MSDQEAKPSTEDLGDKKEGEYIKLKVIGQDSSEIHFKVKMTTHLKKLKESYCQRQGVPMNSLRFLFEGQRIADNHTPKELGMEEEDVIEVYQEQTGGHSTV
LMPTP inh: LMPTP (human) inhibition; hit rate 0.22% among 360,000; recombinant LMPTP-A, OMFP fluorogenic substrate, fluorescence intensity; inhibition, % at 20 µM; P24666;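 active means compounds that cut the enzyme signal by at least half of the control window in the single-dose screen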;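 further: plate controls were DMSO wells with enzyme plus substrate for no effect and substrate without enzyme for full effect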
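Assay system: LMPTP-A phosphatase enzyme | Input: 0.625 nM enzyme | Also added: Fluorogenic phosphatase substrate OMFP at 400 µM final | Compound dosing: One test concentration per compound, 20 µM, with 3% DMSO overall | Schedule: 50 min enzyme reaction at room temperature, protected from light | Signal: Fluorescence intensity | Benchmarks: no-enzyme and uninhibited controls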
DNMT1 block: DNMT1 (human) enzyme inhibition; P26358; DNMT1 molecular beacon, Hinp1I cleavage, fluorescence; inhibition (reported as % activation of signal), % at 10 µM; hit rate 0.83% among 360,000; in the data active means inhibition above about 50%
* marks the source's active call; other numbers are inactive results; x = no result given.

mol,CendR NRP1 mod,TbMetRS inhib,MsrA inhibitor,LMPTP inh,bovine MsrA act,Scp1 inh,STEP inh,DNMT1 block,SUMO1-SIM PPI,E coli Lon inh
Cc1cc(C)cc(Oc2nc3c(C)cccn3c(=O)c2/C=C(\C#N)C(=O)NC2CCS(=O)(=O)C2)c1 (stereo not drawn),-8,-1.0,1.7,0.2,-5,11,-2,8,-5,6
O=C(CSc1nc2ccccc2s1)Nn1cnnc1,-10,-0.7,0.6,-0.8,0,-2,-4,-1,11,0
Cc1[nH]n(-c2ccccc2)c(=O)c1C(c1cccc([N+](=O)[O-])c1O)c1c(C)[nH]n(-c2ccccc2)c1=O,-3,0.3,0.2,3.1,-6,16,-4,-18,12,-2
CN1CCN(C(=O)c2cc(C(C)(C)C)cc(C(C)(C)C)c2)CC1,10,-0.6,-0.3,-1.9,-8,-1,-8,-1,-5,-1
COc1ccc(N2CCN(C(=O)c3cc(=O)c4cc(C)ccc4o3)CC2)cc1,3,-1.0,-0.1,1.3,-4,-9,0,2,-2,6
CCOC(=O)C1CCN(c2c(C(=O)c3ccccc3)cnc3ccc(CC)cc23)CC1,4,1.4,1.4,1.8,-2,2,0,-6,3,-8
COc1cccc(/C=N/NC(=O)CCCc2ccc(OC)c(C)c2)c1,11,-0.3,-1.0,0.5,-6,-7,-1,-3,-1,-3
O=C(c1cccc(C(=O)N2CCN(c3ccc(F)cc3)CC2)c1)N1CCN(c2ccc(F)cc2)CC1,-6,0.6,x,0.6,-3,-3,-3,-5,-3,5
Cc1ccc(-n2c(CNc3ccc(C)c(Cl)c3)n[nH]c2=S)cc1,-2,-0.4,0.3,1.9,0,-5,1,-3,-1,-3
CN=C1S/C(=C/c2cn(CC(=O)OC)c3ccccc23)C(=O)N1C,-13,-0.5,1.7,1.7,-2,3,0,-3,-25,-8
CCCCN(C)CCNC(=O)Cn1c(=O)sc2ccccc21,-12,-0.7,-0.7,-1.5,-2,-7,-3,-1,21,-5
O=C(O)c1cc(N2CCCCC2)ccn1,5,0.3,0.5,-1.4,-3,0,1,8,3,-7
O=C(NC1CCCCC1)N(Cc1ccc(F)cc1)Cc1nc2ccccc2c(=O)[nH]1,10,-0.8,0.7,-1.1,-12,4,1,0,-3,3
O=C(Nc1ccc(N2CCOCC2)c(S(=O)(=O)Nc2ccccc2Cl)c1)c1ccccc1,1,0.3,1.0,4.2,1,4,1,-7,5,-5
COc1ccc2cc(S(=O)(=O)N3CCN(C)CC3)ccc2c1,-2,-0.1,-2.3,-0.4,1,-5,0,-3,-1,-4
COc1cccc(CN2CCNC(=O)C2CC(=O)NCCCn2ccnc2)c1 (stereo not drawn),0,-0.1,0.1,-3.9,-1,-2,2,-3,2,2
CCOC(=O)c1c(C)n(C)c2ccc(OC)c(NC(=O)CN3CCC4(CC3)OCCO4)c12,4,-0.7,-0.5,0.3,-1,-5,-3,0,2,4
CCn1nnnc1NCc1cccc(Cl)c1,0,2.1,-0.8,-1.4,-2,-3,1,2,-3,6
CCOC(=O)N/N=C/c1cn(CCCOc2ccc(C)cc2)c2ccccc12,12,-1.5,-0.6,-0.2,-12,-3,2,-1,-3,0
C[C@@H]1CN([C@@H](C)CO)C(=O)c2cc(Br)cnc2O[C@H]1CN(C)C(=O)C1CCCCC1,-19,-0.7,-0.2,-1.1,-1,x,-2,-2,7,6
O=C(N/N=C/c1ccc(F)cc1)c1cccc(NC(=O)c2ccc(F)cc2)c1,-2,-0.9,0.4,3.0,-12,8,0,-3,3,2
COc1cccc(-c2nc(-c3ccccc3)no2)c1,-5,-0.6,-0.7,-0.2,-13,0,2,9,0,-3
O=C(NCC1CCCO1)C1CCN(S(=O)(=O)Cc2ccccc2)CC1 (stereo not drawn),8,0.2,0.1,-0.2,2,-4,4,-9,0,0
COc1ccc(C(=O)NCc2ccc(Cl)cc2)cc1S(=O)(=O)N1CCCC1,5,-0.2,0.2,0.1,-3,0,3,1,0,2
O=C1NC2c3c(I)sc(I)c3C(=O)C2O1 (stereo not drawn),-21,0.1,0.0,-0.7,-6,4,-14,22,-32,105*
Cc1c(C(=O)O)sc2ncnc(N3CCCCC3C)c12 (stereo not drawn),3,-0.1,0.7,0.4,-3,0,0,4,2,-3
COc1cccc(C(=O)Nc2ccc(-n3nncc3C(C)(C)C)cc2)c1,-4,-0.1,1.0,0.9,-1,-9,-3,0,7,1
COc1ccc(NC(=O)C[C@H]2C(=O)N(c3ccccc3)C[C@@H]2Cc2ccccc2)cc1,-8,-0.3,0.2,-1.0,-3,x,2,1,0,-6
Cc1ccccc1NC(=O)Nc1ccccc1N1CCCCC1,-6,-0.7,-1.3,2.1,-2,-15,5,0,3,1
CCOC(=O)Cc1nn(Cc2nc(-c3ccc(C)cc3)cs2)c(=O)c2ccccc12,4,-0.1,0.6,1.2,-1,-29,0,0,4,-5
Fc1cc(F)cc(NC(=S)NCCCN2CCOCC2)c1,8,2.0,-0.5,-5.5,-3,-8,-2,1,4,-6
Cc1cc(NC(=O)CSc2ccc3nnc(-c4ccc(F)cc4)n3n2)no1,-4,-0.7,0.6,-0.3,-2,-3,-2,0,-7,-6
Cc1cc(NS(=O)(=O)c2ccc(NC(=O)Cc3ccccc3)cc2)nc(C)n1,-6,0.1,-0.6,0.0,-3,-7,1,-1,9,0
CCOC(=O)Cn1c2c(c(=N)c3c1CCC3)CCC2,-5,-0.8,-1.1,-0.1,-2,-3,-5,8,-5,9
Cc1c(NC(=O)c2cc(-c3ccccc3O)on2)c(=O)n(-c2ccccc2)n1C,-14,-0.8,0.5,-1.4,-5,-2,0,3,-1,-11
OCCCN1CNC(=S)NC1,5,0.0,-1.2,1.9,1,x,1,-1,2,-14
COc1ccccc1Nc1nc(N)nc(CSCCO)n1,2,-0.2,-1.4,-2.2,4,-7,2,7,1,-2
COc1ccc(NC(=O)N2CCC(n3cnc4ccccc43)CC2)cc1,2,-1.0,-0.8,0.8,-10,0,-1,13,-5,-5
CCN(CC(=O)Nc1ccc(OC)cc1)C(=O)CSCC(=O)Nc1ccc(C)cc1,-17,0.0,-1.4,-1.5,-2,-3,1,-2,-1,12
COc1ccc(CCNc2cn[nH]c(=O)c2Cl)cc1OC,12,-0.2,-1.0,-1.5,0,-1,-5,5,2,-2
COc1cc(C(=O)OCC(=O)N(CC(C)C)C2CCS(=O)(=O)C2)ccc1OCC(C)C (stereo not drawn),8,-0.3,-0.2,-0.1,-1,-1,1,1,1,-1
CC(=O)c1ccc(OCCCC(=O)Nc2cccc(S(=O)(=O)N3CCOCC3)c2)cc1,1,-0.4,1.1,-0.3,-6,-12,-3,2,-5,-1
O=C(CSc1nnc(CN2CCOCC2)n1-c1ccc(Cl)cc1)Nc1ccc2c(c1)OCO2,0,-0.2,0.8,-0.6,0,-2,8,3,1,4
N=C1S/C(=C\c2ccccc2)C(=O)N1c1ccc(F)cc1,5,-0.2,0.5,5.8,-3,-9,1,29,-8,9
CN1CCN(C(=O)c2cc3c(c(-c4cccc(-c5cc6ccccc6o5)c4)n2)[C@H](CCO)N(S(=O)C(C)(C)C)C3)CC1 (stereo partly drawn),-5,0.3,0.0,-0.9,-2,x,4,-20,0,-11

E coli Lon inh, hit marks shown above
compound | CendR NRP1 mod | TbMetRS inhib | MsrA inhibitor | LMPTP inh | bovine MsrA act | Scp1 inh | DNMT1 block | SUMO1-SIM PPI | E coli Lon inh
O=C1NC2c3c(I)sc(I)c3C(=O)C2O1 (stereo not drawn) | -21 | 0.1 | 0.0 | -0.7 | -6 | 4 | 22 | -32 | 105*

More results:
mol,CendR NRP1 mod,TbMetRS inhib,MsrA inhibitor,LMPTP inh,bovine MsrA act,Scp1 inh,STEP inh,DNMT1 block,SUMO1-SIM PPI,E coli Lon inh
Cn1c(=NC(=O)c2ccc3c(c2)OCCO3)sc2cc(S(C)(=O)=O)ccc21,16,-0.4,0.5,2.5,-1,-9,0,-4,4,7
O=C(CSCc1ccc(F)cc1)NC1CCCC1,4,-0.4,-0.4,-0.8,-3,0,3,-2,2,-11
COc1cccc(N(C(=O)c2snc(C(N)=O)c2N)C(C(=O)NCC2CCCO2)c2ccc(F)cc2)c1 (stereo not drawn),-7,-0.1,1.5,-0.5,-1,-2,-1,-4,-8,-2
COc1cccc(C2=NOC(C(=O)Nc3cccc(C(C)=O)c3)C2)c1 (stereo not drawn),3,0.0,2.1,-0.8,-1,-2,2,-5,-1,-2
O=C1CS/C(=N/N=C/c2ccco2)N1Cc1ccc(F)cc1,-19,-0.7,2.8,0.1,-9,-2,1,-3,-7,-2
CCC1CCC(N2CCN(c3ccccc3F)CC2)CC1 (stereo not drawn),-5,-0.3,1.2,-1.0,1,1,-1,-1,0,-5
O=C(Cc1cccs1)Nc1nnc(-c2ccc(F)cc2)s1,9,0.0,0.2,0.0,-4,-19,-1,4,-5,4
CCS(=O)(=O)c1nc2ccccc2n1Cc1ccccc1Cl,18,1.0,0.4,-0.4,1,-14,-3,0,1,-14
CCN(CC)CCCNC(=O)CCC(=O)Nc1ccc2nc(N3CCCCC3)cc(C)c2c1,-8,-0.3,1.3,4.7,-5,-13,0,1,4,-8
O=C(CCCSc1nc2ccccc2[nH]1)NC1CCCCC1,-1,-0.3,-0.3,-1.5,-10,4,0,7,-4,4
COc1ccc(CCN(C)C(=O)CNC(=O)c2ccc3c(c2)OCO3)cc1OC,0,-0.3,-0.6,-0.2,-6,3,-1,0,2,-8
Cc1cc(O)ccc1-c1cccc2nccn12,4,-0.1,0.1,0.4,-2,x,-2,2,-3,-7
COC(=O)C1=C(C)N(C)C(=S)NC1c1cc(OC)ccc1OC (stereo not drawn),0,1.3,1.2,-0.1,-1,3,0,-46,1,1
C[C@@H](C(=O)Nc1cccc(S(=O)(=O)N2CCOCC2)c1)N1C(=O)C2CC=CCC2C1=O (stereo partly drawn),8,-0.4,1.0,0.3,-3,4,-1,-5,-5,-2
CC(C)(C)NC(=O)CN(Cc1ccc2c(c1)OCO2)C(=O)CNS(=O)(=O)c1ccc(F)cc1,10,-0.3,0.6,-1.6,-2,-7,0,0,5,0
COc1ccccc1N1CCN(C2CCCN(C(=O)CCC(C)=O)C2)CC1 (stereo not drawn),10,0.3,-0.1,-1.6,-1,-5,2,2,-2,1
Cc1ccc(C(CC(=O)N2CCCC2)c2ccccc2)c(O)c1C (stereo not drawn),-4,-0.5,-0.9,0.5,-9,-2,-1,1,-2,1

Assay outcomes (PubChem BioAssay)
